Screening results deposited in PubChem by several laboratories.
CAL PDZ FP-1: blocks peptide binding to human CAL PDZ domain | 0.02% of 330,000 active | inhibition, % at 20 µM | AID 504414 | purified CAL PDZ, TMR-peptide fluorescence polarization, 1 h | Q9HD26;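 active = highest replicate inhibition of at least 40%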;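 note: plate controls were DMSO neutral control wells for no effect and unlabeled competitor peptide control wells for full effect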
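material = purified tagged CAL PDZ domain construct (CerCALP) | buffer or medium = sodium phosphate/NaCl buffer pH 7.4 with TCEP, IgG, Thesit | reagent = TMR-labelled reporter peptide T*-PRC34 bound in PDZ groove | incubation = 1 h room-temperature incubation prior to read | measured by = fluorescence polarization (mP) | evaluation = percent inhibition from loss of millipolarization | control set = unlabelled peptide and DMSO controls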
MITF act: increases MITF-driven TRPM1 promoter luciferase signal | 0.75% of 300,000 active | SK-MEL-5 TRPM1-promoter luciferase, 24 h; % of positive control, neutral wells = 0 | AID 588334 | activation, % at 12.5 µM;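 active = mean activation of at least 80% with every replicate also reaching 80%; inconclusive = mean reaches 80% but some replicate falls short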;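 note: 0% = neutral control wells and 100% = parthenolide positive control wells; values of inactives mirror those of a sister screen read the other way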
RTF Ca sens act: increases calcium sensitivity of human cardiac regulated thin filaments; IANBD-labeled TnC RTF fluorescence at EC20 calcium; 0% EC20 calcium, 100% full calcium; P19429+P45379; 0.24% of 340,000 active; activation, % at 7.2 µM;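 active = activation above the mean over all tested compounds plus 3 SD, cut at about 30% in these data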;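 note: rise in fluorescence read as greater calcium sensitivity of cardiac thin filaments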
dFosB act: enhances mouse delta FosB homodimer DNA binding | P13346 | purified delta FosB, TAMRA-CDK5 oligo fluorescence polarization; percent of positive-control signal above neutral wells | activation, % at 25 µM | 0.99% of 340,000 active | AID 493131;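 active = mean activation above about 17%, with every replicate also reaching it, limit read from the data, passing the limit was not always enough; inconclusive = only one of the two conditions met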;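 note: fluorescence polarization rise as delta FosB binds a TAMRA Cdk5 AP-1 oligo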
Target sequence (P13346 whole entry, looked up): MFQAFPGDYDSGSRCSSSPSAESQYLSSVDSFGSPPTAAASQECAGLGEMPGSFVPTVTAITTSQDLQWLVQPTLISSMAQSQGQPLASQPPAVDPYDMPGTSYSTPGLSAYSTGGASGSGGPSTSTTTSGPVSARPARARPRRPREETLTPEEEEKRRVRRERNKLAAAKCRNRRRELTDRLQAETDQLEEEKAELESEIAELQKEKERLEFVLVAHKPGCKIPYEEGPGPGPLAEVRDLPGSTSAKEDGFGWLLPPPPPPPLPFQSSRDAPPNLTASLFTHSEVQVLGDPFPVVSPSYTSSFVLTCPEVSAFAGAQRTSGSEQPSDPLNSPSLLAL
CDK5 p35 inh: CDK5/p35 (human) kinase inhibition; 0.01% of 330,000 active; inhibition, % at 10 µM; Recombinant CDK5/p35, ADP-Glo luminescence, 60 min;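 active = highest replicate inhibition of at least 50% and at least 75% of replicates reaching 50%; inconclusive = only one of the two criteria met; inactive = both criteria failed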;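 note: plate controls were DMSO neutral control for no effect and GW8510 at 10 µM for full effect; many of its hits are not listed in these tables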
Wnt bcat act: activators of Wnt/beta-catenin signaling | Wnt/beta-catenin reporter cell assay, activator, plate reader | AID 743398 | 1.2% of 300,000 active | activation, % at 9.35 µM; in the data active = activation above about 30%, passing the limit was not always enough; inconclusive = no clear call, values can overlap the other calls;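 note: 0% = neutral control wells and 100% = positive control wells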
Rtt109 Vps75: C. albicans Rtt109 histone acetyltransferase inhibition; Q5AAJ8; purified Rtt109/Vps75, ThioGlo CoA-SH fluorescence, 4 h; inhibition, % at 34.9 µM; 0.16% of 330,000 active; AID 540336;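 active = inhibition of at least 50% in every replicate; inconclusive = best replicate reaches 50% inhibition but some replicates fall short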
Target sequence (Q5AAJ8 whole entry, looked up): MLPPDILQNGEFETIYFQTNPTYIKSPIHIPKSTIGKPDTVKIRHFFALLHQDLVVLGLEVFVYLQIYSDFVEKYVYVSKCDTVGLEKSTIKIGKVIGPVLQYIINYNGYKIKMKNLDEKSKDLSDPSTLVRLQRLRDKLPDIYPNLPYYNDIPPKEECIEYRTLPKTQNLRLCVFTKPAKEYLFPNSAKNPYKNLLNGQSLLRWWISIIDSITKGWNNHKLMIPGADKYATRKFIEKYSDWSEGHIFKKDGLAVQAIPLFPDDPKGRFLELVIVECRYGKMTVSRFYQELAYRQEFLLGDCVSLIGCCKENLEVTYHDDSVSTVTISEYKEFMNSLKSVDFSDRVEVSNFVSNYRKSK
V-ATPase pHluor: regulators of yeast V-ATPase proton transport. S. cerevisiae, pHLuorin cytosolic pH fluorescence. response, % at 10 µM. 0.37% of 350,000 active. AID 504577; in the data active = response mostly above about 7.3%, no sharp cut-off; inactive = mostly below about 5.4%; note: actives read high; inactives centre near 0; some compounds called inactive have numbers as strong as hits
Tat export inh: E. coli Tat transport inhibition. AID 488895. E. coli MC4100 TorA-mCherry Tat export, fluorescence. 0.036% of 340,000 active. inhibition, % at 10 µM;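 active = mean replicate inhibition at least 50% and at least half of replicates individually reaching 50%; inconclusive = only one of the two criteria met; inactive = neither criterion met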;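 note: exported cargo escapes ClpAP degradation while cytoplasmic cargo is degraded and loses fluorescence; 0% = median of neutral control wells and 100% = median of NaSCN control wells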
CAL PDZ FP-2: blocks peptide binding to the human CAL PDZ domain; purified CAL PDZ, TMR-peptide fluorescence polarization, 1 h; inhibition, % at 24.9 µM; 0.92% of 300,000 active; AID 602252;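 active = mean inhibition of at least 30% with at least half of replicates also reaching 30%; inconclusive = no clear call, values can overlap the other calls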;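 note: 0% = DMSO neutral control and 100% = excess unlabeled competitor peptide PRC23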
Starred values were filed as active, the others as inactive; ? = inconclusive; . = not tested or not shown.

CAL PDZ FP-1	MITF act	RTF Ca sens act	dFosB act	CDK5 p35 inh	Wnt bcat act	Rtt109 Vps75	V-ATPase pHluor	Tat export inh	CAL PDZ FP-2	SMILES
0.4	8	-1	2	0.7	-2	-5	1	2	-5	CCOC(=O)c1cc(C(=O)c2cc(F)ccc2O)coc1=N
-0.9	.	0	-13	-0.9	-1	-2	0	-3	.	CCOC(=O)C1=NNC(C(=O)c2ccccc2)C1c1ccc(OC)cc1 (stereo not given)
-0.4	5	-3	1	-0.5	-3	7	6	1	-4	CC(C)(C)OC(=O)N1CCC(C(=O)N[C@@H](Cc2ccccc2)C(=O)O)(c2ccccc2)CC1
0.7	5	10	-1	-8.4	.	-3	-1	10	-2	CCn1nc(C)c(C2C(C#N)=C(N)OC3=C2C(=O)CC(C)(C)C3)c1C (stereo not given)
-0.5	-13	-5	-1	-0.5	-1	.	-1	0	5	Cc1ccc(C)c(NC(=O)CCN2CCN(c3ccccc3F)CC2)c1
0.2	2	0	7	1.4	.	-2	0	1	-2	O=C(NCc1ccco1)c1cccc2ccccc12
0.6	-8	4	6	-0.8	.	-9	-2	1	-3	O=C1c2ccccc2C(=O)N1CCOCCN1C(=O)c2ccccc2C1=O
0.1	8	1	-12	-5.7	-3	1	-1	-11	6	Cc1cc(C)nc(CCNC(=O)CC2C(=O)NCCN2Cc2ccccc2)n1 (stereo not given)
-3.2	11	-1	-3	0.4	2	-1	6	-7	-3	O=C(CSc1ccccc1)NCC1(N2CCCCC2)CCCCC1
-2.4	8	1	-1	2.7	-2	3	3	0	-1	O=C(Cn1ccc([N+](=O)[O-])n1)NCC1CCCO1 (stereo not given)
-0.5	-5	0	5	0.2	-3	-4	6	2	1	COc1cc(OC)c(NC(=O)N2CCOCC2)cc1Cl
-2.5	-14	5	-33	0.8	-3	9	5	5	2	CCC(C)[C@H](NC(=O)N1CCn2c1nc1ccccc12)C(=O)NCc1ccc(OC)cc1 (stereo not given in full)
0.9	-12	6	5	-0.2	-3	3	-63	-3	.	CCCCNC(=O)/C(C#N)=c1\s/c(=C\c2ccccc2OC(F)F)c(=O)n1CCCOC
-1.3	.	-6	1	-2.5	.	14	-5	10	-4	O=C(Nc1ccc(OCC(=O)N2CCC(Cc3ccccc3)CC2)cc1)c1ccco1
-1.6	13	-2	-15	1.7	18	1	-3	-3	-2	COc1ccc(/C=N/Nc2ccccc2C(=O)O)cc1Cn1cc([N+](=O)[O-])cn1
-0.5	12	2	-4	1.8	-1	-17	-4	1	4	Cn1nccc1C(=O)N/N=C/c1cccnc1
-0.5	5	-3	-10	0.2	-6	-7	-3	-3	.	COC(=O)c1nc2n(n1)C(c1cccc(Cl)c1)C1=C(CC(C)(C)CC1=O)N2 (stereo not given)
-0.2	-5	-2	0	0.8	25	4	4	-3	7	CN(C)S(=O)(=O)c1ccc(C(=O)OCC(=O)NCc2ccccc2)cc1
-3.1	.	-1	3	0.0	-2	-17	3	-2	-1	COCCNS(=O)(=O)c1ccc(OCC(=O)OC)c(Cl)c1
1.5	-5	-6	-5	0.4	.	-3	2	3	-1	CCCCNC(=O)CCn1nc(-c2ccccc2)c2ccccc2c1=O
.	-7	-2	1	0.2	.	8	-1	-13	-5	Cc1cc(N2CCCCC2)c(F)cc1[N+](=O)[O-]
-1.2	31	-6	-8	2.0	.	-6	-2	2	-3	N#Cc1ccsc1NC(=O)c1ccccn1
-2.1	-8	5	-11	2.1	0	1	-1	-5	-2	COc1ccccc1NC(=O)C1=C(C)NC2=C(C(=O)CCC2)C1c1ccc2c(c1)OCO2 (stereo not given)
.	3	-7	-2	0.3	.	-2	1	2	-8	Cc1nnc2n(C3CCCCC3)c(=O)c3c4c(sc3n12)COC(C)(C)C4
0.5	-9	3	-1	-3.5	1	-1	9.5*	-10	.	O=S(=O)(Nc1ncccn1)c1ccc(-n2cnnn2)cc1
0.8	-3	4	-10	0.2	2	-6	-5	-11	3	CC(OC(=O)C1CCCCC1)C(=O)Nc1ccc(S(N)(=O)=O)cc1 (stereo not given)
-2.4	5	12	-1	0.4	-2	-24	0	-7	2	CCOc1ccc(OCCC(=O)OCC(=O)Nc2ccc(Cl)cn2)cc1
0.8	2	.	3	-0.3	1	17	7	-2	8	C/C=N\NC(=O)COc1cc(C)ccc1C
-0.8	56	-5	1	1.0	8	-3	-2	3	-4	COc1ccc(OCc2cc(C(=O)N3CCCN(C(C)=O)CC3)no2)c(Cl)c1
-1.6	11	3	?	-1.3	0	-17	2	2	0	O=C(Nc1ccc2[nH]c(=O)[nH]c2c1)Nc1ccc(F)cc1F
-4.6	-10	-1	-5	-2.1	-3	-4	-1	-3	-5	Cc1nn(Cc2c(F)cccc2Cl)c(=O)c2ccccc12
-1.0	6	-4	2	-0.6	0	-7	0	2	-2	COc1ccc(C(=O)NCCS(=O)(=O)N2CCOCC2)cc1
-0.4	22	5	5	0.0	7	-8	-3	-2	-4	COc1cc(F)c(C2=CC(=O)CC(C)(C)C2)cc1F
0.5	-3	-6	-5	-0.3	.	12	-1	-6	.	Cc1cccc(OC(=O)Cn2c(C(F)(F)F)nc3ccccc32)c1
-1.5	12	-3	-13	-0.5	2	4	-2	-4	-1	CCN1CCN(CCNC(=O)c2ccc3c(c2)N(Cc2ccc(F)cc2)C(=O)c2ccccc2S3=O)CC1 (stereo not given)
.	-2	-4	-9	1.0	.	9	0	-3	0	COc1cc(S(=O)(=O)N2CCCCC2)ccc1NC(C)=O
0.3	0	3	8	1.1	-3	-3	1	1	-2	Cc1ccc(Cc2ccccc2C(=O)O)cc1
.	-1	4	3	-0.8	-2	9	-3	12	2	CCSc1nc(O)cc(=O)n1-c1ccc(OC)cc1
0.6	.	-2	-5	-0.1	7	1	0	-1	-4	CCOc1ccsc1C(=O)O
-2.2	3	0	32*	-2.7	-1	3	5	-5	-3	COc1cccc(CNC(=O)CCCn2c(=S)[nH]c3cc4c(cc3c2=O)OCO4)c1
-0.2	5	12	-2	1.5	-2	0	-2	-7	-1	O=S1(=O)CCOCCCN1Cc1cccc(C(F)(F)F)c1
1.1	5	0	-11	0.0	-1	2	-4	7	-2	COc1ccc(-c2cccc(CCC(=O)N3CCN(c4cc(C)ccc4C)CC3)c2)cc1
-2.1	2	15	-11	0.4	-1	4	-2	-2	-5	CCOC(=O)N1CCN(C(=O)CN(c2ccccc2OC)S(=O)(=O)c2ccc(OC)cc2)CC1
0.0	8	1	-9	1.2	0	16	1	3	.	CCOC(=O)c1c(NC(=O)C2CCCCC2C(=O)O)sc2c1CCCCC2 (stereo not given)
-3.7	-1	-3	-11	0.2	7	-2	-2	0	-11	COc1ccc2cc(C(=O)N3CCCC(Nc4ccc(F)cc4)C3)n(C)c2c1 (stereo not given)
-2.0	21	-2	-9	-1.2	-3	.	0	1	-2	O=C(CSc1ccc2nnc(-c3ccncc3)n2n1)Nc1nccs1
-2.7	18	-2	-12	0.7	-1	6	3	3	-2	C/C(CC(=O)Nc1cc(C)ccn1)=N\NC(=O)c1cccc(C)c1O
-4.5	-3	0	-5	-0.4	-1	-1	-2	20	-11	COc1ccc(CCN=C(N)NS(=O)(=O)c2cc(F)ccc2OC)cc1
0.3	-5	7	-14	-1.4	-3	9	-3	15	4	CCOC(=O)c1cnn(-c2ccc(NS(=O)(=O)c3ccc(Cl)cc3)cc2)c1C(F)(F)F
-0.3	7	-3	-8	0.4	4	2	2	6	2	C=CCOc1ccc(/C=C/C(=O)OCC(=O)N2CCC(c3ccccc3)=N2)cc1
-1.6	9	4	12	0.1	.	-1	2	-7	.	Cc1ccc(CNC(=O)CN(C)S(=O)(=O)c2ccc3c(c2)n(C)c(=O)c(=O)n3C)cc1
-3.1	-4	2	-4	1.4	-3	1	-4	7	-2	COc1ccc(OC2C(=O)N(Cc3ccc(F)cc3)C2c2ccc(OC)c(OC)c2)cc1 (stereo not given)
-1.1	2	-2	-10	-0.9	0	-2	7	9	.	Cc1ccccc1NC(=O)Cn1c([N+](=O)[O-])cnc1C
-2.0	3	-1	7	1.5	1	11	0	14	0	CCN(Cc1ccccc1)C(=O)c1cc2c(=O)oc3ccc(C)cc3c2s1
-1.1	2	-10	0	-0.1	-2	7	2	0	-3	COc1ccc(S(=O)(=O)NCCCn2ccnc2)cc1C(C)(C)C
0.0	7	-1	-3	0.4	.	-2	2	-4	-2	O=C(NNC(=O)c1ccc2ccccc2c1O)c1ccccc1Cl
-3.3	27	7	-2	-0.5	0	19	-2	-2	-2	COc1ccc(N2CCN(c3nc4ccccn4c(=O)c3C=O)CC2)cc1
0.3	-1	8	-8	1.8	-1	5	1	1	2	CN(C(=O)COC(=O)C1CCN(S(=O)(=O)c2ccc3c(c2)OCCO3)CC1)C1CCS(=O)(=O)C1 (stereo not given)
-2.6	.	1	2	-0.6	1	-6	-1	-1	-3	COc1ccc(NC(=O)CNS(=O)(=O)c2cccc3nonc23)c(OC)c1
-2.3	0	-12	-7	0.5	3	11	5	0	5	CCn1c(CNS(=O)(=O)c2ccc(Br)cc2)nnc1SC
0.1	18	2	-4	-0.3	1	8	0	1	7	Cc1cc(C(=O)CN2C(=O)C(=O)N(CC(C)C)C2=O)c(C)n1-c1ccccc1F
